Assay outcomes as filed in PubChem.
ALOX15B inhib = qHTS Assay for Inhibitors of 15-hLO-2 (15-human lipoxygenase 2) | Polyunsaturated fatty acid lipoxygenase ALOX15B (Homo sapiens), O15296 | actives 0.56% (n = 110,000) | purified 15hLO-2, xylenol orange hydroperoxide absorbance | Potency, µM (top dose mostly 57.1 µM), for inactives: top-dose activity change, negative = inhibition, hits mostly inhibitors; further: potency means the concentration at half of the fitted maximal effect; nearly all actives have a fitted effect of over 60% in size; many of its hits are not listed in these tables
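Read-out: hydroperoxide product oxidises ferrous iron, measured as xylenol orange complex via the 573-to-405 nm absorbance ratio after 30 min. Reaction: 50 nM enzyme, 15 min compound preincubation, 45 uM arachidonic acid, 90 min RT, Hepes pH 7.5 with Triton X-100.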
ALOX12 inhib = qHTS Assay for Inhibitors of 12-hLO (12-human lipoxygenase) | Polyunsaturated fatty acid lipoxygenase ALOX12 (Homo sapiens), P18054 | Potency, µM (doses to about 57.1 µM), inactives show top-dose activity change, negative = inhibition, most hits filed as inhibitors | actives 0.12% (n = 150,000) | purified 12-hLO, xylenol orange hydroperoxide absorbance; further: potency means the concentration at half of the fitted maximal effect; nearly all actives have a fitted effect of over 55% in size; many of its hits are not listed in these tables
Target sequence (P18054 whole entry, looked up): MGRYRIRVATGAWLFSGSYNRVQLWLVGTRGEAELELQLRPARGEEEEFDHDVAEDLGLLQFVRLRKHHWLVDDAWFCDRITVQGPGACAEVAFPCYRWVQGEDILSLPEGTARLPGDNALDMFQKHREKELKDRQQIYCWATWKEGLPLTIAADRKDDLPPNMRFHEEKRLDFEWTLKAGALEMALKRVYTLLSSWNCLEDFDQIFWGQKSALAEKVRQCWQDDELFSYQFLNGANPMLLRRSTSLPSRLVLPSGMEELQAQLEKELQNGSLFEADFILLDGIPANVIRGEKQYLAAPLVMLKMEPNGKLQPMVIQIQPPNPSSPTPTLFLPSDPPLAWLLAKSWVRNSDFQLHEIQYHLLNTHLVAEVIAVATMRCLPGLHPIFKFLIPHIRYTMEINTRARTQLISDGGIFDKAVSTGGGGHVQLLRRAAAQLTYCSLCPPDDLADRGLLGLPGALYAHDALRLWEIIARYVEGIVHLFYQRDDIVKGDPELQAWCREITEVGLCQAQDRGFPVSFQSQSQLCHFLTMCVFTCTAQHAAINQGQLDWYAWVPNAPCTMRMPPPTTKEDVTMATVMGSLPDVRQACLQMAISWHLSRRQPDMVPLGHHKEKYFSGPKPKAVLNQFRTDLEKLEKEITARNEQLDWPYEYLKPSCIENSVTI
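Hydroperoxide output read as Fe(III)-xylenol orange absorbance, 573-to-405 nm ratio, after 30 min reaction with 40 uM arachidonic acid. Enzyme: 150 nM purified human 12hLO, 15 min compound preincubation; 25 mM Hepes pH 7.0, room temperature.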
IMPase cell inh = qHTS Assay for Identifying the Cell-Membrane Permeable IMPase Inhibitors. Inositol monophosphatase 1 (Rattus norvegicus), P97697. CHO-M1 cells, IP1 accumulation, HTRF TR-FRET ratio. inhibition (IP1 accumulation), % at 46.1 µM. 120,000 tested, under 10 active; active means well fitted curve in the direction sought with a large enough effect in the signal ratio, not every such curve was filed as active; inconclusive means small, poorly fitted or top-dose-only effect, or a change in a side signal; inactive means no such curve, though single readings can be large or run the other way; the % refers to the signal ratio;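 further: cells stimulated with carbachol in lithium chloride buffer; plate controls were DMSO basal wells for no effect and reference inhibitor wells for full effect; higher means more IMPase inhibition seen as more IP1 and lower FRET ratio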
Target sequence (P97697 whole entry, looked up): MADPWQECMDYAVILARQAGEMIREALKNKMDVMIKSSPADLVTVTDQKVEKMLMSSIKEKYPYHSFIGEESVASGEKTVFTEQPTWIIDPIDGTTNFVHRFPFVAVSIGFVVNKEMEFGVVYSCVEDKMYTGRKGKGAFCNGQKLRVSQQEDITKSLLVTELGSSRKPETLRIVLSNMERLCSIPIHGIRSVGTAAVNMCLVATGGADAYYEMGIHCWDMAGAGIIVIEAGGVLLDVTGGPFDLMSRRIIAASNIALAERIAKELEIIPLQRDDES
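Cellular IMPase inhibition is scored as a rise in cytosolic IP1, detected by competitive TR-FRET between d2-labelled IP1 and a europium anti-IP1 antibody. M1-expressing CHO cells were stimulated with carbachol for 30 min at 37C, with lithium (50 mM LiCl) present in the buffer.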
PNC assembly inh = High Content Assay for Compounds that inhibit the Assembly of the Perinucleolar Compartment; activity change (PNC), negative = inhibition, % at 10 µM; PC3M PTB-GFP, PNC prevalence imaging, 16 h; hits give low values; actives 3.1% (n = 140,000); AID 2417, 2010;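 active means readout at or below -70, meaning at least 70% loss of cells showing the perinucleolar compartment, a nuclear body marking cancer cells; inconclusive means readout between -30 and a set limit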;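 further: plate controls were DMSO wells for no effect and camptothecin positive control wells for full effect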
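Compounds are pinned in duplicate onto adhered PC3M cells stably expressing GFP-tagged PTB and incubated 16 h at 37 C. Cells are then fixed, nuclei stained with Hoechst, and PNC-positive cells counted.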
* hit, by the source's call; u = inconclusive; x = not tested or not shown; & = joins results of further samples; [ ] = another dose, or the depositor's remark. Unless noted, the call rests on the fitted dose curve; in most records, active means well fitted curve in the direction sought with a large enough effect; inconclusive means small, poorly fitted or top-dose-only effect, or another doubt; inactive means no such curve, though single readings can be large; an effect the other way counts as inactive or inconclusive. Unless noted, on the % scale 0 is the no-effect control and ±100 the full control effect. An excerpt; rates above refer to the full screens.

ALOX15B inhib	ALOX12 inhib	IMPase cell inh	PNC assembly inh	compound
0%	1%	-14	53	Cn1ncc(C#N)c1NC(=O)C1CC(c2ccc(Cl)cc2)=NO1 (stereo not given)
-20%	-16%	0	12	Cc1ccc(S(=O)(=O)Nc2nc3ccc(S(=O)(=O)N4CCCC4)cc3s2)cc1
8%	-2%	-8	u	Cc1cc(C(=O)NC(C)c2ccncc2)cs1 (stereo not given)
-1%	2%	6	-10	CCc1nnc(NC(=O)CC(=O)Nc2ccccc2C(=O)O)s1
x	0%	-2	11	O=C(Nc1ccccc1)c1cc([N+](=O)[O-])ccc1NCc1cccnc1
5%&-6%&-3%	-1%&-1%&2%	-3	x	CCCC(CCC)C(=O)O
-6%	-1%	13	12	N#C/C(=N\Nc1c(Cl)cccc1Cl)C(=O)NN
18%	-4%	-2	-1	CCOC(=O)c1c(-c2ccccc2)oc2ccc(O)c(CN3CCOCC3)c12
8%	4%	0	u	Nc1nc(SCc2nc3scc(-c4ccccc4)c3c(=O)[nH]2)n[nH]1
-12%	-8%	4	41	O=C(CSc1nnc(CNc2ccc(F)cc2)o1)N1CCCc2ccccc21
-12%	4%	1	44	Cc1ccc(CNc2nc(N)c([N+](=O)[O-])c(Nc3cccc(F)c3)n2)cc1
x	u	x	63	S=C1NC(c2cccs2)=CC(c2ccc(Br)cc2)N1 (stereo not given)
x	-2%	x	u	CCCc1c(C)nc2ccccc2c1SCCC#N
-3%	-1%	10	u	O=[n+]1c2c(n([O-])c3c1CCC3)CCCC2
-20%	-6%	3	-27	CC1CC(C)CN(C(=O)CSCC(=O)Nc2nc(-c3cccs3)cs2)C1 (stereo not given)
-2%	-1%	-2	-14	O=C1c2ccccc2C(=O)N1CCC1=CCCCC1
0%	5%	-6	22	CC(=O)c1ccc(OC(C)C)c(CC(C(N)=O)C(N)=O)c1
-2%	13%	0	36	CN(C)C(=O)N1CCC(C(=O)NCc2ccccc2Cl)CC1
x	-4%	-10	-15	CCn1c(SCC(=O)N/N=C/C=C\c2ccco2)nc2ccccc21
x	-1%	x	u	CC1CCCCN1S(=O)(=O)c1ccc(N(C(=O)c2cnccn2)C(C(=O)NC2CCCC2)c2cccs2)cc1 (stereo not given)
x	-1%	x	25	O=C(COC(=O)C1CC(=O)N(Cc2ccccc2)C1)c1ccc(Br)cc1 (stereo not given)
-18%	-22%	-7	-29	O=[N+]([O-])c1ccc(Sc2n[nH]c(-c3ccc(Cl)cc3Cl)n2)nc1
3%	-1%	u	u	Cc1csc(SCC(=O)NC(=O)NCc2ccccc2)n1
-8%	-6%	0	-25	COc1ccc(C2CC(c3cccc(OC)c3OC)n3nnnc3N2)cc1 (stereo not given)
-4%	-3%	3	-128*	NC(=O)C1CCN(C(=O)CSc2nc3ccccc3o2)CC1
3%	-8%	u	9	Cc1ccc(N/C=C/C(=O)c2sc(-c3ccccc3)nc2C)cc1
32%[activator]	5%	11	19	O=C(CN1C2=NCCN2c2ccccc21)c1ccc(Br)cc1
0%[11.4 µM]	3%[11.4 µM]	x	x	CN(C)c1ccc(C(=C2C=CC(=[N+](C)C)C=C2)c2c(O)c(S(=O)(=O)O)cc3cc(S(=O)(=O)O)ccc23)cc1
-3%	-5%	2	u	CC(=O)c1cc2c(cc1NC(=O)CCNC(=O)c1ccccc1Cl)OCO2
-1%	-6%	2	-21	COC(=O)C1(S(=O)(=O)c2ccc(C)cc2)CCOCC1
x	-1%	x	28	COc1ccc(/C=N/NC(=O)C(O)(c2ccccc2)c2ccccc2)cc1OC
-10%	-3%	-5	42	C=CCc1c(C)nc(SCCC)[nH]c1=O
-1%	3%	10	u	Cc1nc(SCC(=O)NCc2ccccc2)c2c(=O)n(C)c(=O)n(C)c2n1
x	1%	x	-1	CN(C)CCNC(=O)/C(=C/c1cccc([N+](=O)[O-])c1)NC(=O)c1ccccc1
-4%	4%	-9	1	O=C(N=C1SCC(=O)N1c1ccccc1)c1ccco1
x	-1%	x	u	Cc1ccc(NC(=O)COc2ccc(C3SCCS3)cc2)cc1

An excerpt from above in order of SMILES length, rising:
ALOX15B inhib	ALOX12 inhib	IMPase cell inh	PNC assembly inh	compound
-10%	-3%	-5	42	C=CCc1c(C)nc(SCCC)[nH]c1=O
-1%	-6%	2	-21	COC(=O)C1(S(=O)(=O)c2ccc(C)cc2)CCOCC1
-1%	3%	10	u	Cc1nc(SCC(=O)NCc2ccccc2)c2c(=O)n(C)c(=O)n(C)c2n1

(further entries)
ALOX15B inhib	ALOX12 inhib	IMPase cell inh	PNC assembly inh	compound
1%	2%	-3	u	CCCn1c(SCC(=O)Nc2nnc(CC)s2)nc2c1c(=O)n(C)c(=O)n2C
-1%	-3%	u	2	Cc1ccc2[nH]c(SCC(=O)N3CCOCC3)nc2c1C
x	-5%	x	-83*	COc1ccccc1NC(=O)C1=C(C)Nc2nc3ccccc3n2C1c1cccs1 (stereo not given)
-5%	-7%	16	-5	CCC(=O)N1CCc2cc(S(=O)(=O)NCCC(=O)N3CCc4ccccc4C3)ccc21
4%	-1%	8	-19	CCOC(=O)C1=C(c2ccccc2)NC(SCC)=C(C#N)C1c1cccnc1 (stereo not given)
x	-3%	8	5	CC(C)c1ccc(C2NC(=S)NC3=C2C(=O)CCC3)cc1 (stereo not given)
x	6%	x	-25	O=C(OC1Cn2c(=O)ccc(=O)n2C1)c1ccccc1
-7%	-8%	2	14	CCN(CC)C(=O)CN1CCN(c2ncccn2)CC1
x	1%	x	u	CCOC(=O)C1=NN(C(=O)c2ccco2)C2(CC2)C1
-17%	-4%	1	-2	CCNC(=S)N/N=C1\C(=O)c2cccc3cccc1c23
8%	-5%	-8	-1	Cc1c(C(=O)Nc2ccc(N3CCOCC3)cc2)oc2ccccc12
u	-5%	x	x	Nc1ccc2cc3ccccc3cc2c1
x	-1%	16	-5	CC(=C/C(=O)O)/C=C/c1ccc(Cl)o1
-2%	0%	-3	u	Cc1cc(C(=O)Nc2nnc(C(F)(F)F)s2)no1
2%	-14%	2	6	COc1cc(NC(=O)c2ccco2)c(OC)cc1NC(=O)CCC(=O)Nc1cccc(C)c1C
7%	-1%	-10	51	COc1ccc(N(C)S(=O)(=O)c2cccc(C(=O)NC3=NCCS3)c2)cc1
-4%	-2%	2	43	C=CCN1CCN(c2ccncc2S(=O)(=O)N2CCOCC2)CC1
x	-6%	x	u	CC(=O)Nc1sc(N/N=C\c2ccccc2Cl)nc1-c1cccs1
-1%	3%	u	45	O=C(Cn1c(=O)n(CC2CCCO2)c(=O)c2ccccc21)N1CCN(c2ccccc2)CC1 (stereo not given)
-2%	3%	9	6	CCOC(=O)Cn1c(C)cc(=O)c2ccccc21
-3%	-7%	1	17	Cc1cc(C)cc(C(=O)O/N=C(\N)c2ccc(Br)cc2)c1
-18%	-5%	5	-24	S=C1SCN(Cc2ccccn2)CN1Cc1ccco1
6%[2.29 µM]	-5%	-4	10	CCCCC1CC1C(=O)Nc1ccc(OC)c(OC)c1 (stereo not given)
x	0%	x	14	C=CCN(c1cccc(C(F)(F)F)c1)S(=O)(=O)c1cccc(C(=O)OCC(=O)Nc2ccccc2)c1
-11%	-7%	-1	14	O=C1CC(c2ccccc2)CN1C(=O)c1ccccc1 (stereo not given)
5%	-2%	1	47	Cc1cc(OC(=O)c2cc(Cl)nc3ccccc23)ccc1Cl
4%	-3%	7	u	CC(C)C(=O)N(Cc1ccccc1)c1ccccn1
x	-1%	x	u	O=[N+]([O-])c1cccc(CSc2nc3ccccc3[nH]2)c1
14%	0%	19	7	COc1ccc(-c2nc3scc(-c4ccccc4)n3n2)cc1
3%	7%	10	20	O=C(COc1ccccc1Cl)NC(=O)NC1CCCC1
-4%	-1%	5	21	O=C(O)C1CC=CCC1C(=O)c1ccccc1 (stereo not given)
x	-5%	3	341	FC(F)Oc1cccc2cccnc12
-1%	6%	-9	21	COc1ccc(C(C)NC(=O)c2ccccc2)cc1 (stereo not given)
23%	7%	-6	31	O=C(CSc1nnc(CCc2nc3ccccc3[nH]2)n1-c1ccccc1)NCc1ccco1
-3%	5%	2	12	NC(=O)CC12CC3CC(C1)CC(CC(N)=O)(C3)C2
-2%[11.4 µM]	-4%[11.4 µM]	x	x	C#CCOC(=O)[C@H](N)CC(N)=O

Brought forward from above: 4 entries, then new ones.
ALOX15B inhib	ALOX12 inhib	IMPase cell inh	PNC assembly inh	compound
-1%	6%	-9	21	COc1ccc(C(C)NC(=O)c2ccccc2)cc1 (stereo not given)
23%	7%	-6	31	O=C(CSc1nnc(CCc2nc3ccccc3[nH]2)n1-c1ccccc1)NCc1ccco1
-3%	5%	2	12	NC(=O)CC12CC3CC(C1)CC(CC(N)=O)(C3)C2
-2%[11.4 µM]	-4%[11.4 µM]	x	x	C#CCOC(=O)[C@H](N)CC(N)=O
2%	3%	10	-11	COc1ccc(-n2nc(C(=O)O)nc2-c2ccccc2)cc1
-24%	-4%	13	u	CCOC(=O)C1=C(O)/C(=C\c2cccc(OC)c2)N=C1C
-2%	1%	-1	-13	CC(C)CCNC(=O)NC(=O)CSc1nnc(-c2ccccc2F)n1N
-4%	-4%	-1	-18	CCOC(=O)Cc1csc(NC(=O)CSc2nnc(-c3ccc(F)cc3)o2)n1
5%	2%	3	u	Cc1ccc(S(=O)(=O)c2c(C)cc(C)nc2Cl)cc1
x	6%	-9	-23	O=c1[nH]c(C2CCCN(S(=O)(=O)c3ccccc3)C2)nc2c1nnn2Cc1ccccc1F (stereo not given)
-5%	-19%	4	u	Cc1occc1-c1nnc(SCC(=O)c2ccc(F)cc2)o1
-18%	-2%	9	u	O=C(NC1CCCCC1)NC1CCN(S(=O)(=O)c2ccc3c(c2)OCCO3)CC1
-9%	2%	0	-88*	Cc1c(C(=O)OCC(C)C)[nH]c2c1C(=O)CC(c1cccs1)C2 (stereo not given)
x	-5%	6	395	O=C(C(c1ccccc1)c1ccccc1)N1CCN(Cc2ccco2)CC1
-1%	-18%	12	-16	CCc1ccc2[nH]c(=O)c(C(c3nnnn3CCOC)N3CCN(c4ccccc4)CC3)cc2c1 (stereo not given)
x	-2%	2	u	O=S1(=O)N=C(N/N=C/c2ccccn2)c2ccccc21
u	u	3	u	COc1ccc2[nH]c(=O)c(CN(C3CCCCC3)C(c3nnnn3Cc3ccco3)C(C)C)cc2c1 (stereo not given)
x	14%	3	257	O=S(=O)(c1cccc(S(=O)(=O)N2CCN(c3ncccn3)CC2)c1)N1CCOCC1
-11%	-15%	-3	-10	CCOC(=O)CC1=C(C(=O)OCC)C(c2cccs2)C(C#N)=C(N)O1 (stereo not given)

Record cards (already shown). Order of screens: ALOX15B inhib | ALOX12 inhib | IMPase cell inh | PNC assembly inh
Shown for COc1ccc(-n2nc(C(=O)O)nc2-c2ccccc2)cc1 : 2% | 3% | 10 | -11
Shown for COc1ccc2[nH]c(=O)c(CN(C3CCCCC3)C(c3nnnn3Cc3ccco3)C(C)C)cc2c1 (stereo not given) : u | u | 3 | u
Shown for Cc1ccc(S(=O)(=O)c2c(C)cc(C)nc2Cl)cc1 : 5% | 2% | 3 | u
Shown for O=S1(=O)N=C(N/N=C/c2ccccn2)c2ccccc21 : x | -2% | 2 | u
Shown for CCc1ccc2[nH]c(=O)c(C(c3nnnn3CCOC)N3CCN(c4ccccc4)CC3)cc2c1 (stereo not given) : -1% | -18% | 12 | -16
